# Assay outcomes from PubChem BioAssay.
# Casp6 inh – human caspase-6 inhibitors, primary screen, biochemical, VEID-R110 fluorescence, single point, set 2; P55212; purified caspase-6, Z-VEID-R110 cleavage fluorescence; inhibition, % at 12.5 µM; actives 0.53% (n = 350,000);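 active = mean inhibition across replicates at least about 35%, with every replicate also reaching that limit, limit read from the data; inconclusive = only one of the two criteria met; inactive = neither criterion met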;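 also: 0% = median of neutral control wells and 100% = no fluorescence left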
# Target sequence (P55212 24-179 limits assumed): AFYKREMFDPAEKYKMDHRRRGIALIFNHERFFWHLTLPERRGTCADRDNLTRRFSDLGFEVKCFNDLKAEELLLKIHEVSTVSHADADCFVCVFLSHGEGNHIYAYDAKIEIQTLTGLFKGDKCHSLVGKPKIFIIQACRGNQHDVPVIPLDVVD
# Target sequence (P55212 194-293 limits assumed): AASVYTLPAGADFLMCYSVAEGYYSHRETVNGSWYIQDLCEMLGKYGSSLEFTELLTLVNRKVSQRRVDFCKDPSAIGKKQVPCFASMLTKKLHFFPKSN
# SIRT5 block – SIRT5 desuccinylase inhibitors, primary screen, biochemical, fluorescence imaging, single point, set 5 | Purified SirT5, succinyl-peptide AMC, trypsin-coupled fluorescence | AID 652115, 2013 | NAD-dependent protein deacylase sirtuin-5, mitochondrial (Homo sapiens), Q9NXA8 | inhibition, % at 15 µM | actives 1.1% (n = 330,000); in the data active = inhibition above about 15%; inconclusive = no clear call, values can overlap the other calls
# Target sequence (Q9NXA8 whole entry, looked up): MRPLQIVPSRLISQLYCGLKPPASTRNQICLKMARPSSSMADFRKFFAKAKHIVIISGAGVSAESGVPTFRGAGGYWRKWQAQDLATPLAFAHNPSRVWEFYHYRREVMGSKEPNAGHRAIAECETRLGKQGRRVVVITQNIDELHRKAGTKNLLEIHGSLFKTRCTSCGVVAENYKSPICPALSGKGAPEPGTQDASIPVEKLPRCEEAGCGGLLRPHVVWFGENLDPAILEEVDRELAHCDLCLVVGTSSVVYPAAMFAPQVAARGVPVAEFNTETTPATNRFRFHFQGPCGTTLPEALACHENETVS
# miR-122 sensor – miR-122 Renilla sensor signal increase in Huh7, primary screen, miR-122 inhibitor project, cell-based, single point, plate reader; Huh7 miR-122 Renilla luciferase sensor, 48 h; neutral wells = 0, positive control = 100; activation (reporter increase), % at 12.5 µM; actives 0.3% (n = 340,000); AID 602342, 2012;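 active = mean replicate activation score at least 90 and every replicate individually at or above 90; inconclusive = only one of the two criteria met; inactive = neither criterion met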;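 also: higher luciferase means less miR-122 activity so hits act as miR-122 inhibitors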
# F508del corr – F508del CFTR correction, initial screen, CFBE line, single point. CFBE cells, YFP halide quenching; stimulated with forskolin plus potentiator P3; % fluorescence drop versus neutral controls. activity (quench increase), % at 7.58 µM. actives 0.36% (n = 350,000). AID 720511, 2013;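 active = mean added fluorescence quench of at least 8% versus neutral control, with both replicates also reaching 8%; inconclusive = only one of the mean or replicate conditions met; inactive = mean below 8% and not both replicates reaching 8%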;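 also: cells transiently co-express mutant CFTR-F508del with the halide-sensitive YFP; corrector assay measuring rescue of mutant channel to the surface after 24 h compound exposure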
# DENV2 CPE rescue – inhibitors of DENV2 cytopathic effect, primary screen, cell-based, plate reader, single concentration | CPE inhibition, % at 9.99 µM | actives 1.7% (n = 350,000) | DENV2-infected cells, cytopathic effect rescue | AID 651640, 2012; in the data active = CPE inhibition above about 20%, passing the limit was not always enough; inconclusive = no clear call, values can overlap the other calls; tested in BHK-21 cells;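 also: 0% = median of neutral control wells and 100% = median of positive control wells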
# ERp5 inh – inhibitors of ERp5-driven insulin aggregation, primary screen, biochemical, turbidity, absorbance 650 nm, single point; actives 0.05% (n = 350,000); inhibition, % at 9.99 µM; 90 min; AID 651711, 2012;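 active = mean replicate inhibition above about 25%, with every replicate also reaching it, limit read from the data, passing the limit was not always enough; inconclusive = only one of those two criteria met; inactive = neither criterion met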
# Target sequence (Q15084 whole entry, looked up): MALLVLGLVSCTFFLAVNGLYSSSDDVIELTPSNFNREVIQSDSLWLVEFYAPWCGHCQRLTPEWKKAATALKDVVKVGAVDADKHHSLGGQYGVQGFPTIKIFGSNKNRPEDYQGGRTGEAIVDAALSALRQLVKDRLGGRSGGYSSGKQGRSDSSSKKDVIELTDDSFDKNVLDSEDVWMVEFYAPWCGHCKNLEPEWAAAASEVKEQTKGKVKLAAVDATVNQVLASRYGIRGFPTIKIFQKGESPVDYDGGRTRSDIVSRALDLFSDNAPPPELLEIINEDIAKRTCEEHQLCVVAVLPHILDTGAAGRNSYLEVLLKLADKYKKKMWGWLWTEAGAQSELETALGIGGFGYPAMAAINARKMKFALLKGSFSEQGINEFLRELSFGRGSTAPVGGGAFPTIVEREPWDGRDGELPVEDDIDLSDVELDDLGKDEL
# ERAP1 inh – human ERAP1 aminopeptidase inhibitors, primary screen, biochemical, single point, plate reader. Endoplasmic reticulum aminopeptidase 1 (Homo sapiens), Q9NZ08. recombinant ERAP1, Leu-AMC fluorescence, 60 min. inhibition, % at 10.7 µM. actives 0.15% (n = 340,000). AID 652197, 2013;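 active = mean replicate inhibition of at least 30%, or all replicates individually reaching that 30% level; inactive = mean below 30% and not every replicate reaching it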;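 also: 0% = neutral control wells and 100% = L-leucinethiol positive control wells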
# Starred values were filed as active, the others as inactive; ? = inconclusive; nt = no result given; [ ] = remark or other dose.
compound	Casp6 inh	miR-122 sensor	SIRT5 block	ERAP1 inh	DENV2 CPE rescue	ERp5 inh	F508del corr
COc1cccc(-c2ncc3ccccc3c2COC(=O)c2ccco2)c1	1	-4	0	0	2	4	0.5
CC(=O)Nc1ccc(-c2nnn(CC(=O)Nc3ccc4c(c3)OCO4)n2)cc1Cl	-1	nt	-2	2	-5	3	0.7
COCC#Cc1cnc2c(c1)C(=O)N([C@H](C)CO)C[C@H](C)[C@H](CN(C)C(=O)Nc1ccc(OC)cc1)O2	-4	-1[16.7 µM]	2	4	9	-5	3.4
N#C/C(=C\c1ccncc1)C(N)=O	1	1	2	-1	1	5	0.1
C[C@@H]1CN([C@H](C)CO)C(=O)c2cc(C#CC3CC3)cnc2O[C@H]1CN(C)C(=O)c1ccc(F)cc1	3	2[16.7 µM]	5	1	0	13	2.0
COc1ccc(CCNC(=O)CCNC(=O)N2CC(=O)Nc3ccccc32)cc1OC	nt	-2	-4	-1	-3	0	-0.2
Cc1c(COc2ccc3ccccc3c2)nnn1CC(=O)NS(=O)(=O)c1ccccc1C(F)(F)F	2	-2	2	0	-2	-4	0.9
Cc1nn(Cc2cccc(C(=O)Nn3cc([N+](=O)[O-])cn3)c2)c(C)c1[N+](=O)[O-]	0	3	0	-4	-5	6	nt
Cc1cc(-c2ccc(S(=O)(=O)Nc3ccc(C#N)cc3)s2)on1	0	6	-3	-2	-1	0	0.0
CCCCNC(=O)Oc1ccc(C(=O)N2c3ccccc3NC(=O)C2C)cc1 (stereo not drawn)	5	nt	2	-3	3	1	0.3
COCCCNC(=O)Cn1ccc(NC(=O)OCc2ccccc2)nc1=O	-5	5	nt	-1	nt	2	1.7
COCC(=O)N1[C@H](CO)[C@@H](c2ccccc2)C12CN(C(=O)c1ccc(F)cc1)C2	2	nt	2	-1	-10	5	0.6
Cc1ccc(S(=O)(=O)N(C)C[C@H]2Oc3ccc(NC(=O)c4ccncc4)cc3C(=O)N([C@@H](C)CO)C[C@@H]2C)cc1	1	-5[16.7 µM]	-4	-2	?	-4	0.4
Cc1cc(C)cc(C(=O)NCc2ccc3c(c2)OCO3)c1	0	19	-2	20	-3	3	-1.3
COc1ccc(-c2noc(CNC(=O)c3ccoc3C)n2)cc1	-2	1	-4	2	-1	-1	-1.5
CCCNC(=O)N1[C@H](CO)[C@H](c2ccc(C3=CCCC3)cc2)[C@@H]1CNC(=O)CC	nt	-29[16.7 µM]	nt	nt	29	nt	-0.5
O=S(=O)(Nc1ccc(C(O)(C(F)(F)F)C(F)(F)F)cc1)c1cccc2cccnc12	-2	?	1	nt	?	3	-3.6
C[C@H]1CN([C@@H](C)CO)C(=O)c2cc(C#Cc3ccccc3F)cnc2O[C@@H]1CN(C)C(=O)C1CCOCC1	1	-1[16.7 µM]	2	0	-3	0	0.6
Cc1ccc(NC(=O)CSc2ncccn2)c([N+](=O)[O-])c1	-1	nt	1	-2	-5	0	-2.8
C[C@@H]1CN([C@H](C)CO)S(=O)(=O)c2ccc(C#Cc3ccncc3)cc2O[C@H]1CN(C)C(=O)C1CCC1	0	12[16.7 µM]	-2	-2	3	-1	-0.2
C[C@@H]1CN([C@@H](C)CO)C(=O)c2cc(C#CC(C)(C)O)cnc2O[C@@H]1CN(C)C(=O)C1CCOCC1	1	-2[16.7 µM]	1	-2	-7	9	-0.6
CCCNC(=O)N1CC2(CCN(CC3CCCC3)CC2)c2c(n(C)c3cc(OC)ccc23)[C@@H]1CO	3	nt	0	0	-8	-8	-0.2
COCCN1C(=S)NC(c2cccc(C(F)(F)F)c2)C(C(=O)N2CCOCC2)=C1C (stereo not drawn)	2	nt	-1	0	?	-1	-2.7
Cc1cc(NC(=O)CSc2[nH]c(=O)cc(C(F)(F)F)c2C#N)no1	2	1	-1	0	12	4	2.0
Cc1cc(NS(=O)(=O)c2ccc(C3CCCCC3)cc2)no1	3	-4	3	7	1	-9	3.9
Cc1cc(-n2cnc(-c3cn[nH]c3C)n2)no1	-2	-3	-2	1	3	-2	2.1
C[C@@H]1CN([C@@H](C)CO)C(=O)c2cc(/C=C/c3ccccc3)cnc2O[C@H]1CN(C)C(=O)C1CCCCC1	-2	-6[16.7 µM]	-2	-1	2	12	-3.5
O=C(Nc1ccc(F)cc1)N[C@H]1CC[C@H](CCn2cc(C3(O)CCCC3)nn2)O[C@@H]1CO	3	nt	1	-2	-1	-4	0.0
C=C(C)CN(CC)C(=O)CSc1ccc(S(=O)(=O)N2CCN(C)CC2)cn1	-3	-1	-3	6	-5	0	2.1
C[C@H]1CN([C@@H](C)CO)C(=O)CCCn2nncc2CO[C@H]1CN(C)C(=O)Nc1cccc(C(F)(F)F)c1	-1	-2[16.7 µM]	-1	0	-5	2	1.2
COc1ccc(NC(=O)c2cc3c(COC(C)=O)cnc(C)c3oc2=Nc2cccc(C(=O)O)c2)c(OC)c1	13	nt	1	-2	nt	3	nt
O=C(Nc1ccc(F)cc1)N1C[C@@H]2[C@H](c3ccccc31)[C@H](CO)N2C(=O)Cc1cccnc1	-1	-12[16.7 µM]	0	-3	-3	11	0.3
COCCNc1ccc([N+](=O)[O-])cc1C(=O)Nc1cccc(C)n1	9	nt	0	1	0	5	-2.5
COc1ccc2c3c([nH]c2c1)[C@@H](CO)NCC31CCN(Cc2ccc(F)cc2)CC1	nt	nt	-4	nt	24*	nt	0.0
CN(C)/C=C1\C(=O)Oc2ccccc2C1=O	0	-2	nt	nt	?	0	1.7
COc1ccc(C)cc1Nc1nc(-c2ccccc2O)nc2ccccc12	-1	-3	-1	-1	2	0	-1.4
Cc1ccccc1-c1ccc([C@H]2[C@H]3CN(C(=O)CN4CCOCC4)CCCCN3[C@H]2CO)cc1	2	3[16.7 µM]	-1	-1	-7	11	-2.1
CCOc1ccc(/C(CCC(=O)O)=N/NC(=S)NCCc2ccccc2)cc1	1	nt	-3	5	-2	-5	2.3
CC(C)NC(=O)N(C)C[C@@H]1OCCCC[C@@H](C)Oc2ccc(NC(=O)Nc3ccccc3)cc2C(=O)N([C@@H](C)CO)C[C@H]1C	-2	0[16.7 µM]	8	-4	-2	5	-1.3
O=C(NC1CC1)c1ccc2c(c1)C1C3CCC(C3)C1C(c1ccccc1)N2 (stereo not drawn)	-10	nt	-1	1	-1	-1	-1.0
O=C(CSc1n[nH]c(=O)[nH]c1=O)Nc1ccc(C(=O)O)cc1	8	nt	-4	nt	-5	1	-3.0
CN(C(=O)CCN1C(=O)C2C3C=CC(C3)C2C1=O)c1ccccc1 (stereo not drawn)	4	nt	6	-3	nt	-6	-0.2
O=C(c1ccco1)N1CCCC(c2nc3c(nnn3Cc3ccc(F)cc3)c(=O)[nH]2)C1 (stereo not drawn)	1	-4	-2	-1	12	-1	-0.6
CC(OC(=O)CN1C(=O)c2ccccc2C1=O)C(=O)NC1CCCCC1 (stereo not drawn)	nt	0	2	2	-1	1	-2.4
C[C@H](CO)N1C[C@H](C)[C@H](CN(C)S(C)(=O)=O)Oc2ccc(NC(=O)C3CCCCC3)cc2C1=O	1	4[16.7 µM]	-1	3	-5	4	-1.9
COc1ccc(S(=O)(=O)N(C)C[C@@H]2Oc3ccc(NC(=O)Nc4ccc5c(c4)OCO5)cc3CC(=O)N([C@H](C)CO)C[C@@H]2C)cc1	-3	-8[16.7 µM]	0	5	6	-1	-1.9
NC(=O)[C@@H]1CC2(CC(c3cccc(NC(=O)COc4ccc(Cl)cc4)c3)=NO2)CN1C(=O)c1ccccc1 (stereo partly drawn)	4	-7	5	-2	66*	0	3.5
Cc1cccn(Cc2c(F)cccc2Cl)c1=O	-3	1	-1	0	-7	4	0.2
CCC(=O)N(C)C[C@@H]1Oc2cc(C#CC3(O)CCCC3)ccc2S(=O)(=O)N([C@@H](C)CO)C[C@@H]1C	-3	2[16.7 µM]	5	-3	?	0	0.9
COc1ccc(C(=O)Nc2nc(CC(=O)NCCc3ccccc3OC)cs2)cc1	1	nt	-2	5	-2	-2	2.6
O=C(Cc1ccc(-n2c(=O)c3ccccc3n(CC(=O)Nc3ccc(F)cc3F)c2=O)cc1)NCc1ccco1	1	9	-2	3	0	2	2.0
CCOC(=O)C1=C(C)N(CCCC(=O)O)C(=O)NC1c1ccccc1OC(=O)c1cccs1 (stereo not drawn)	-1	nt	0	4	-7	1	-0.1
COc1cc(OC)nc(Nc2nc(C(N)Cc3ccc(F)cc3)cs2)n1 (stereo not drawn)	-3	-27	-2	-2	-6	0	2.6
O=C1C=CC(=Nc2ccc3c(c2)C(=O)c2ccccc2-3)O1	4	-3	2	2	-5	0	0.3
CCOc1ccccc1N(CC(=O)NCc1ccco1)C(=O)CCC(=O)Nc1nccs1	4	nt	3	0	7	2	0.7
CC(=O)N(C)C[C@H]1Oc2ncc(C#Cc3ccccc3F)cc2C(=O)N([C@@H](C)CO)C[C@@H]1C	-5	-3[16.7 µM]	-1	1	-1	2	1.7
O=C(Nc1cc(S(=O)(=O)N2CCOCC2)ccc1O)c1ccc(S(=O)(=O)N2CCCCC2)cc1	-2	87	1	-1	-6	2	6.0
COCCNC(=O)C[C@H]1C=C[C@@H](NC(=O)NC2CCCC2)[C@H](CO)O1	7	nt	1	1	8	7	1.2
NC(=S)NNc1ccc(Cl)c(Cl)c1	-2	4	-5	1	0	nt	-0.9
COc1ccc(NC(=O)N(C)C[C@@H]2OCCCC[C@H](C)Oc3ccc(NC(=O)C4CCCCC4)cc3C(=O)N([C@@H](C)CO)C[C@H]2C)cc1	-1	-1[16.7 µM]	2	4	2	-5	-2.1

# Following part
compound	Casp6 inh	miR-122 sensor	SIRT5 block	ERAP1 inh	DENV2 CPE rescue	ERp5 inh	F508del corr
O=C(C[C@@H]1CC[C@@H](NC(=O)C2CCC2)[C@@H](CO)O1)Nc1nccs1	1	nt	-3	2	15	-5	1.1
CCCC(=O)NC(=S)Nc1ccccc1N1CCOCC1	4	nt	-2	-1	3	5	nt
CSCCC(NC(=O)c1ccccc1)C(=O)N1CCN(C(=O)c2ccccc2)CC1 (stereo not drawn)	-4	-2	3	0	4	5	1.6
Cc1cc(NC(=O)CSCC(=O)N2CCN(c3cccc(C(F)(F)F)c3)CC2)no1	4	nt	-1	-10	0	0	-1.9
CCN(CC)S(=O)(=O)c1cc(NC(=O)COC(=O)c2c(C)noc2C)ccc1C	2	nt	7	-5	-4	-1	-0.4
O=C(C[C@H]1C[C@@H]2c3cc(NC(=O)Nc4ccccc4)ccc3O[C@@H]2[C@H](CO)O1)NC1CCCCC1	-2	-1[16.7 µM]	-2	-1	10	3	-1.0
O=C(c1cccc(S(=O)(=O)N2CCOCC2)c1)N1CCN(S(=O)(=O)c2cccc([N+](=O)[O-])c2)CC1	1	nt	-3	-1	-10	2	-4.3
N#Cc1ccc(COC(=O)c2ccccn2)cc1	9	nt	-3	5	-11	1	1.6
C[C@H]1CN([C@@H](C)CO)C(=O)c2cc(Br)cnc2O[C@@H]1CN(C)C(=O)Nc1ccc(F)cc1	nt	-7[16.7 µM]	-2	nt	2	2	nt
Cc1sc2c(c1C)CN(CCN1CCOCC1)CN2C(=O)c1ccccc1	-3	nt	6	-2	18	-1	2.3

# Compound profiles (already shown). Order of screens: Casp6 inh | miR-122 sensor | SIRT5 block | ERAP1 inh | DENV2 CPE rescue | ERp5 inh | F508del corr
# Profile of C[C@H]1CN([C@@H](C)CO)C(=O)c2cc(Br)cnc2O[C@@H]1CN(C)C(=O)Nc1ccc(F)cc1 : nt | -7[16.7 µM] | -2 | nt | 2 | 2 | nt
# Profile of O=C(C[C@H]1C[C@@H]2c3cc(NC(=O)Nc4ccccc4)ccc3O[C@@H]2[C@H](CO)O1)NC1CCCCC1 : -2 | -1[16.7 µM] | -2 | -1 | 10 | 3 | -1.0
